# Screens deposited in PubChem BioAssay by several laboratories.
# HIV fusion peptide – cell-free HIV fusion peptide-binding blockers – biochemical, uHTS, fluorescence dequenching, primary screen (AID 1986) | one-dose inhibition, % at 20 µM; IC50 in µM for titrated hits | actives 0.3% (n = 290,000) | cell-free peptide binding, fluorescence dequenching, 30 min; higher % means a stronger effect; in the data active = inhibition mostly above about 52%, no sharp cut-off; inactive = mostly below about 76%; also: some results filed as inactive read as strong as hits
# NS5 inhibitors – Dengue-2 NS5 methyltransferase inhibitors, primary screen, biochemical, confirmation dose response (AID 588689); actives 0.3% (n = 340,000); Dengue-2 NS5 methyltransferase capping enzyme assay, biochemical; higher % means a stronger effect; inhibition, % at 25 µM; hits with a dose series show IC50 in µM; in the data active = a potency from the dose series; inconclusive = inhibition above about 29% without an active follow-up result
# GPR35 arrestin U2OS – inhibition of zaprinast-stimulated GPR35 beta-arrestin translocation – imaging, U2OS, beta-arrestin-GFP, zaprinast agonist, primary screen (AID 2058) | U2OS GPR35 beta-arrestin-GFP translocation imaging, zaprinast antagonism; higher % means a stronger effect | inhibition, % at 10 µM, or IC50 in µM where a hit was titrated | actives 0.052% (n = 290,000);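 active = inhibition of at least 50% with at least 30 cells and total cytoplasm GFP at most 10,000,000; inconclusive = under 30 cells or total GFP of 10,000,000 plus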
# KOR beta-arrestin-1 – KOR agonists, beta-arrestin recruitment, primary screen, cell-based, luminescence, uHTS (AID 1777); KOR beta-arrestin recruitment, luminescence; higher % means a stronger effect; actives 0.02% (n = 280,000); one-dose activation, % at 10 µM; EC50 in µM for titrated hits; in the data active = activation above about 50%, passing the limit was not always enough; also: a part of the inactive calls stands beside numbers as strong as those of hits
# KOR beta-arrestin-2 – KOR antagonists, beta-arrestin recruitment, cell-based, luminescence, uHTS (AID 1778); KOR beta-arrestin recruitment, luminescence, antagonist mode; higher % means a stronger effect; inhibition, % at 10 µM; hits with a dose series show IC50 in µM; actives 0.091% (n = 290,000); in the data active = inhibition above about 50%; also: strong numbers were not always called active
# West Nile virus CPE – inhibition of WNV-induced cytopathic effect – cell-based, CPE readout (AID 1621). one-dose CPE inhibition, % at 10 µM; IC50 in µM for titrated hits. West Nile virus-infected cells, CPE inhibition; higher % means a stronger effect. actives 0.02% (n = 290,000); in the data active = a potency from the dose series; inconclusive = CPE inhibition mostly from about 3.7% at the one dose, without a potency; inactive = the rest, 99 in 100 with CPE inhibition below about 2.2%; also: strong numbers were not always called active
# GPR55 activation – selective activators of receptor GPR55 – imaging, U2OS cells, beta-arrestin-GFP redistribution, primary screen (AID 1961); U2OS GPR55 beta-arrestin-GFP redistribution imaging; higher % means a stronger effect; one-dose activation, % at 10 µM; EC50 in µM for titrated hits; actives 0.048% (n = 290,000);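 active = activation above 40% with more than 50 cells counted in the well; inconclusive = wells holding fewer than 50 cells, flagged as toxic or sparse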;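 also: U2OS osteosarcoma cells stably expressing GPR55 and beta-arrestin-GFP; plate controls were DMSO negative control for no effect and LPI positive control for full effect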
# NOD1 NF-kB reporter – NOD1 signaling inhibitors, primary screen, cell-based, luminescence, uHTS (AID 1578). NOD1-driven NF-kB luciferase reporter cells, luminescence; higher % means a stronger effect. inhibition, % at 4 µM; hits with a dose series show EC50 in µM. actives 1% (n = 290,000); in the data active = inhibition mostly above about 36%, no sharp cut-off; inactive = mostly below about 34%;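 also: HEK-293T reporter cells stimulated with the NOD1 agonist gamma-tri-DAP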
# GPR55 LPI antagonism – inhibition of LPI-stimulated GPR55 beta-arrestin translocation – imaging, U2OS, beta-arrestin-GFP, LPI agonist, primary screen (AID 2013); actives 0.13% (n = 290,000); U2OS GPR55 beta-arrestin-GFP translocation imaging, LPI antagonism; higher % means a stronger effect; inhibition, % at 10 µM, or IC50 in µM where a hit was titrated;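 active = spots per cell inhibited over 60%, with over 100 cells counted and total cytoplasm intensity under 500,000; inconclusive = wells with under 100 cells, flagged as likely toxic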;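 also: U2OS cells stably carrying GPR55 and arrestin-GFP stimulated by 5 µM LPI near EC80; imaged beta-arrestin-GFP aggregate spots per cell after agonist stimulation; plate controls were LPI-stimulated DMSO wells for no effect and DMSO wells without LPI for full effect; some results filed as inactive read as strong as hits; confirmed hits need IC50 under 10 µM and bright autofluorescent wells are also inconclusive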
# Active calls of the source: *; u = inconclusive; x = not tested or not shown; & = joins results of further samples; ! = repeats disagree; [ ] = dose if it differs, or a comment.
No.	molecule	HIV fusion peptide	NS5 inhibitors	GPR35 arrestin U2OS	KOR beta-arrestin-1	KOR beta-arrestin-2	West Nile virus CPE	GPR55 activation	NOD1 NF-kB reporter	GPR55 LPI antagonism
1	O=C(c1cccc(Cl)c1)N1CCN(Cc2c[nH]c3ccccc23)CC1	1.3%	-7%	13%	x	6%[20 µM]	-1.0%	-0.1%	-13%	-1%
2	COCC(=O)NC1CC2CCC(C1)N2C(=S)Nc1ccccc1C(=O)OC (centres undefined)	0.0%	-1%	-8%	19%	-4%	0.3%	0.1%	32%	-2%
3	Cc1onc(-c2ccccc2)c1C(=O)N1CCN(S(=O)(=O)c2ccc(Cl)cc2)CC1	0.3%	1%	-19%	-2.1%	20%	-0.9%	-0.1%	-36%	4%
4	CCOC(=O)c1[nH]c2ccc(OC)cc2c1NC(=O)CCN1CCCC(C)C1 (centres undefined)	0.1%	-10%	4%	3.7%	33%	-0.1%	0.2%	5%	4%
5	CCc1c(C)c(C#N)c2nc3ccccc3n2c1N1CCN(c2cc(C)ccn2)CC1	0.1%	x	-4%	0.2%	18%	x	-0.1%	-8%	3%
6	COC(=O)c1ccc(CN2C(=O)C3CCCCC3C2=O)o1 (centres undefined)	-0.4%	0%	18%	x	-46%[20 µM]	0.9%	0.2%	-31%	2%
7	Cc1nn(-c2ccccc2[N+](=O)[O-])c(=O)c2ccccc12	0.2%	-3%	5%	-1.1%	-17%	-0.2%	-0.1%	-32%	1%
8	COc1ccc(NS(=O)(=O)c2cn(C)nc2C)cc1	0.2%	-6%	-6%	-2.0%	11%	-0.1%	-0.1%	-24%	14%
9	CCOc1ccc(C2C(C#N)=C(N)Oc3n[nH]c(C)c32)cc1OC(=O)C1CC1 (centres undefined)	1.8%	-4%	18%	-1.6%	-14%	-0.5%	-0.2%	-39%	3%
10	C=C(C)Cn1c(C2CC(=O)N(Cc3ccccc3)C2)nc2ccccc21 (centres undefined)	-0.2%	-8%	-1%	-4.0%	-10%	-0.4%	-0.1%	-12%	18%
11	Cc1cccc(C(=O)N=c2c(C#N)cc3c(=O)n4cccc(C)c4nc3n2Cc2ccco2)c1	-0.3%	-9%&8%	10%	-4.5%	-3%	-1.0%	0.3%	11%	-3%
12	O=C(/C=C/c1cccc([N+](=O)[O-])c1)NC(=S)Nc1cccc(NC(=O)c2ccccc2Cl)c1	-2.2%	0%	-13%	2.8%	18%	-1.3%	0.4%	32%	9%
13	CCCCNC(=O)CNC(=S)N(CCCN1CCOCC1)Cc1cccs1	-1.8%	-6%	15%	7.8%	-3%	-1.1%	1.2%	-18%	4%
14	CC(=O)Nc1ccc(Nc2nc3ccccc3nc2NS(=O)(=O)c2ccccc2)cc1	16%	-11%	4%	3.1%	-7%	0.3%	1.1%	0%	-5%
15	CCCC(=O)NCCSC	-2.9%	-2%	14%	-2.8%	-48%	1.3%	-0.2%	6%	5%
16	COCCCNC(=O)CN1C(=O)/C(=C/c2ccccc2C)Sc2ccccc21	7.0%	-6%	-3%	0.4%	9%	-1.4%	-0.3%	-24%	-2%
17	CCCNC(=O)OC[C@H]1O[C@H](CCO/N=C/c2ccc(C(=O)N3[C@H](c4ccc(C)cc4)[C@@H](C)CC[C@H]3C(=O)OC)cc2)C=C[C@@H]1Oc1ccc(OC)cc1	0.4%	x	3%	-1.7%	-26%	x	-0.3%	-50%	2%
18	N#C/C(=C/c1ccc(N2CCOCC2)o1)C(=O)N1CCOCC1	41%	-90%	-7%	2.7%	-13%	0.3%	-0.1%	-10%	1%
19	COC(=O)c1c(NC(=O)COC(=O)c2ccc(O)cc2)sc2c1CCCCC2	0.0%	11%	0%	-0.5%	-35%	0.6%	-0.2%	-7%	-1%
20	C#CCOc1ccccc1CNC1CCN(Cc2ccccc2)CC1	-1.1%	-3%	14%	-4.5%	13%	0.0%	-0.1%	2%	4%
21	O=C(O)c1cc(-c2ccco2)nc2ccc(Br)cc12	65%*!	u	6%&6%	-1.1%&7.6%	-2%&-32%	0.0%&0.3%	-0.1%&0.1%	75%*!	2%&0%
22	COc1ccc(C2(c3ccc(OC)cc3)NC(=O)N(CC(=O)Nc3cc(C)ccc3OC)C2=O)cc1	-1.2%	-7%	-5%	-8.8%	48%	-0.9%	0.0%	29%	9%
23	COC(=O)C1=CN(Cc2ccc(OC)cc2)C=C(C(=O)OC)C1c1ccsc1	0.4%	0%	-11%	1.4%	-14%[20 µM]	-0.7%	-0.1%	-18%	7%
24	CCOC(=O)c1nc2sc(C)c(C)c2c(=O)[nH]1	3.2%	-3%	-4%	1.0%	-25%	1.5%	0.0%	4%	21%
25	CCN(c1cccc(C)c1)S(=O)(=O)c1nnc(NC(=O)c2ccco2)s1	5.6%	5%	12%	-2.6%	45%	0.0%	0.4%	33%	-10%
26	COc1ccc2c(c1)CCc1sc(NC(=O)c3ccc(C)cc3)nc1-2	-1.6%	-6%	0%	-2.8%	-6%	0.4%	0.0%	1%	15%
27	COc1ccc(C)cc1S(=O)(=O)N(CC(=O)N1CCCC1)c1ccccc1	-3.1%	-4%	-1%	-7.3%	30%	-0.4%	-0.1%	-2%	2%
28	CCC(C)NC(=O)Cn1cnc([N+](=O)[O-])c1 (centres undefined)	0.7%	3%	8%	x	-17%[20 µM]	0.4%	-0.1%	-17%	3%
29	O=C(NNC(=O)c1cc(-c2cccnc2)nc2ccccc12)Nc1ccc(Cl)cc1	-0.5%	-20%	3%	1.5%	-36%	0.3%	-0.2%	-29%	-8%
30	COCCCNC(=S)N(CCO)Cc1cc2cc3c(cc2[nH]c1=O)OCCO3	2.5%	-2%	1%	14%	-84%[20 µM]	-0.2%	-0.1%	2%	13%
31	O=C1CNC(=O)/C(=C\c2ccc(F)cc2)N1	-1.6%	1%	17%	-3.8%	22%	0.3%	0.0%	-5%	-6%
32	O=C(NCc1ccc(F)cc1)C(C(=O)NCc1ccc(F)cc1)c1ncc(C(F)(F)F)cc1Cl	7.1%	-14%	-7%	0.3%	-10%	-1.3%	0.2%	-18%	-4%
33	CC(C)OC(=O)/C(C#N)=C\c1cccnc1	0.5%	-8%	1%	-6.7%	2%	0.1%	-0.1%	-19%	4%
34	CN(C)S(=O)(=O)c1cccc(C(=O)N(Cc2ccc(F)cc2)Cc2ccco2)c1	-1.8%	-4%	-3%	2.5%	-11%	-0.4%	-0.1%	-10%	-15%
35	COc1ccc(Cn2nnnc2C(C(C)C)N2CCN(c3ccccc3OC)CC2)cc1 (centres undefined)	0.3%	x	11%	-1.4%	2%	0.3%	0.0%	-10%	19%
36	O=S(=O)(c1cc(Cl)ccc1Cl)N1CCc2ccccc21	-1.7%	-11%	6%	-4.2%	15%[20 µM]	-0.1%	-0.3%	4%	15%
37	COc1cccc(CNC(=O)N[C@@H](C)C(=O)O)c1	0.2%	0%	27%	-0.5%	6%	u	-0.2%	-4%	8%
38	O=c1c2ccc([N+](=O)[O-])cc2ncn1CCOc1cccc(Br)c1	0.2%	-6%	5%	-2.2%	-1%	-0.9%	0.4%	41%	3%
39	CCCNc1[nH]c(=O)n(C)c(=O)c1N=O	0.3%	-3%	5%	-1.4%	19%	0.2%	0.2%	-1%	12%
40	Cc1c(C(=O)N/N=C/c2ccccc2)[nH]c2c([N+](=O)[O-])cccc12	-0.1%	2%	57%	-3.4%	-39%	-0.5%	-0.1%	-6%	-5%
41	NC(=O)c1[nH]cnc1N	-0.5%&-0.5%	-2%&-2%	9%&-4%	-2.6%&-1.5%	-2%[20 µM]	0.4%&0.3%	-0.1%&-0.1%	-25%&-4%	-2%&-3%
42	CN(C(=O)c1ccccc1)c1ccccc1C(=O)NCCc1ccccc1	-0.9%	-4%	-4%	5.9%	-30%	-0.3%	-0.1%	-32%	4%
43	O=C(O)c1ccc(CN2CCCCC2)o1	0.0%	1%	2%	-5.4%	-5%	0.3%	-0.2%	8%	2%
44	NCCCC[C@H]1CNC(=S)N1CC1CCCCC1	-1.2%	-8%	9%	-4.2%	2%	0.1%	-0.1%	3%	-18%
45	CCN(CC)S(=O)(=O)c1ccc2oc(C(=O)N3CCOCC3)c(C)c2c1	0.1%	10%	-2%	9.7%	10%	-0.3%	-0.1%	-12%	6%
46	CCN(CC)CCNC(=O)c1ccc(NC(=O)c2cccc(S(=O)(=O)N3c4ccccc4CC3C)c2)cc1 (centres undefined)	-1.5%	-4%	7%	1.6%	1%	13%	0.0%	-44%	8%
47	CCN(CC)C(=O)COc1ccc2oc(-c3ccco3)cc(=O)c2c1	3.0%	-3%	12%	-1.9%	-5%	-0.1%	0.3%	-66%	16%
48	CCn1ncc([N+](=O)[O-])c1C(=O)NC1CCCCC1	-0.8%	-4%	17%	x	-19%[20 µM]	0.2%	0.2%	-23%	5%
49	Cc1ccccc1OCCOc1cccc(/C=N/NC(=O)Cc2nnc(N)s2)c1	1.7%	0%	14%	-3.8%	-16%	0.2%	0.0%	-24%	15%
50	Cc1[nH]c(C)c(S(=O)(=O)N2CCN(c3cccc(C(F)(F)F)c3)CC2)c1C(=O)N1CCCC1	-0.9%	-3%	-15%	-5.3%	33%	-0.6%	-0.1%	-10%	-2%
51	COc1ccc(N2CCN(C(=O)CCC(=O)N3CCOc4ccc(C)cc43)CC2)cc1	-1.2%	4%	6%	-3.6%	-11%[20 µM]	-1.1%	-0.1%	x	5%
52	CC1=NN(c2ccccc2)C(=O)/C1=C/c1cccs1	-0.9%	47µM*	0%	8.3%	-20%	0.6%	0.1%	-4%	75%
53	CCOC(=O)C1=C(C)NC(=O)NC1c1cc(C)sc1C (centres undefined)	1.0%	1%	0%	-3.0%	15%	0.0%	-0.1%	0%	19%
54	CC1CCN(c2ccc(S(=O)(=O)N3CCC(C)CC3)cc2N)CC1	-1.1%	-3%	4%	2.8%	-20%	-0.7%	0.2%	-10%	4%
55	COc1c2ccccc2c(OC)c2ccccc12	1.5%	-10%	2%	-1.6%	-9%	1.1%	0.1%	-45%	12%
56	O=C(CN1C(=O)CCC1=O)c1ccc(-c2ccccc2)cc1	2.3%	-2%	-2%	17%	-14%	0.2%	-0.8%	40%	14%

# This is a subset; count on the stated rates, not on these rows.
